NCI-60 one-dose screen, 48 h, at 10 µM unless noted. Numbers give growth in % (100 = growth as untreated, 0 = no growth, -100 = all killed).
MDA-MB-231 = MDA-MB-231 breast cancer. 81,000 compounds, 5% hits
K-562 = K-562 leukemia; AID 1794777; 78,000 compounds, 7.4% hits
HS 578T = HS 578T breast cancer; AID 1794788; 78,000 compounds, 4.1% hits
MDA-MB-468 = MDA-MB-468 breast cancer | 78,000 compounds, 8.5% hits | AID 2202374
MCF7 = MCF7 breast cancer; 82,000 compounds, 6.3% hits; AID 1794796
BT-549 = BT-549 breast cancer | 78,000 compounds, 4.4% hits | AID 1794793
T-47D = T-47D breast cancer. 79,000 compounds, 5% hits. AID 1794792
SR = SR leukemia cells. 73,000 compounds, 8.7% hits
* = called active by the depositor; / = no result given. The calls were made as follows: active = growth percent below 10; inactive = the rest. Compounds were not picked by outcome (roughly 14% active in at least one column).

SMILES	MDA-MB-231	K-562	HS 578T	MDA-MB-468	MCF7	BT-549	T-47D	SR
Cc1ccccc1N=C(c1ccccc1)C1C(=O)c2ccccc2C1=O	99	62	83	/	55	43	40	27
CCOC(=O)C1=NNC(=O)C1	95	125	102	96	96	121	101	162
Cc1ccc(Oc2nc(SCC(=O)Nc3nc4ccc(C)cc4s3)nc(-c3ccccc3)c2C#N)cc1	96	82	84	99	94	96	87	81
CNC(=O)NC(=O)CC#N	98	/	108	115	94	88	108	107
Cc1ccc(-n2nnnc2N)c(C)c1	110	115	99	115	96	/	112	112
COc1ccc(C(=O)COc2ccc(/C=C3\Oc4ccc5ccccc5c4C3=O)cc2)cc1	97	83	96	/	36	45	56	40
CC(C)CCC[C@@H](C)[C@H]1CC[C@H]2[C@@H]3CC=C4C[C@@H](SC#N)CC[C@]4(C)[C@H]3CC[C@]12C	107	99	97	97	125	105	121	103
O=C1c2ccccc2C(=O)N1Nc1ccccc1	75	54	91	90	95	109	74	75
OCc1cnccc1NC1CCNC1 (configuration not stated)	112	100	104	99	98	89	93	102
CCN(CC)CCSCCNc1c(C)cnc2ccc(Cl)cc12	62	28	/	83	94	94	105	82
Fc1ccc(-c2nc(-c3nc4ccc(Cl)cc4[nH]3)cc3c2[nH]c2ccccc23)cc1F	64	52	96	72	65	92	69	65
CCOC(=O)c1ccc2c(c1)nc(-c1ccccc1)n2C1CCCCC1	102	73	111	118	93	93	67	63
COc1cc2c(cc1C)C(=O)c1ccccc1-2	101	103	113	103	92	93	87	87
COc1ccc(-c2cncn2-c2ccc(-c3nc4cc(OC)c(OC)c(OC)c4s3)cc2)cc1OC	69	43	89	55	53	53	52	38
C1COCC(CC2COCCN2)N1 (configuration not stated)	100	97	105	106	95	96	111	82
O=c1c2cc(F)ccc2sc2c(N3CCNCC3)nc3ccccc3c12	-29*	-38*	46	-41*	-74*	91	28	-56*
Cc1ccc(-c2nc([P+](c3ccccc3)(c3ccccc3)c3ccccc3)c(S(=O)(=O)c3ccc(C)cc3)o2)cc1	3.5*	4.1*	-9.9*	-22*	13	8.7*	19	-11*
COc1ccc2c(c1OC)C(=O)N1c3ccccc3N=C(c3ccc(C)cc3)CC21 (configuration not stated)	94	89	95	108	87	109	102	97
CCOC(=O)/C(F)=C/C1CC1C1CCN(C(=O)OC(C)(C)C)CC1 (configuration not stated)	99	76	110	95	84	125	75	90
COc1ccc(C)c2sc(N(Cc3cccnc3)C(=O)c3ccc(C#N)cc3)nc12	-4.0*	4.6*	-1.4*	-13*	3.8*	22	-0.7*	8.5*
COc1cc2c(c(OC)c1OC)CCC(c1cccc(C(=O)Nc3ccccc3Br)c1)O2 (configuration not stated)	83	71	86	85	92	70	69	76
COc1ccc(C(=O)/C=C/c2ccc3c(c2)OC(F)(F)O3)cc1S(N)(=O)=O	103	100	103	116	93	108	104	93
NS(=O)(=O)c1ccc(CCn2c(SCC(=O)c3ccccc3)nc3ccccc3c2=O)cc1	96	/	94	104	96	103	91	96
N=C(Cc1nc(-c2ccc(Cl)cc2)cs1)Sc1ccccc1N	72	83	100	94	77	79	74	84
Cc1nc(Nc2ccc(OCc3c(-c4ccccc4)no[n+]3[O-])cc2)c2c(C)nn(-c3ccccc3)c2n1	101	99	102	107	95	102	104	102
Cc1cc(-c2ccco2)c(C#N)c(=O)[nH]1	101	101	117	98	92	100	94	93
Cc1ccc(S(=O)(=O)n2ccc(-c3ccc(OCCCF)cc3)n2)cc1	94	55	109	44	78	100	73	67
O=C1OCC/C1=C\c1ccc2c(c1)OCO2	121	98	101	108	96	104	102	109
COc1cc(C(=O)/C=C/c2ccc(Oc3ccc(Cl)cc3)cc2)cc(OC)c1OC	85	75	98	/	78	93	71	75
Cc1ccc(-c2nn(-c3ccccc3)cc2C2CC(c3cc4ccccc4oc3=O)=NN2C(N)=S)cc1 (configuration not stated)	88	74	86	81	82	95	86	73

Record cards, as listed above. Order of values: MDA-MB-231 | K-562 | HS 578T | MDA-MB-468 | MCF7 | BT-549 | T-47D | SR
`O=C1OCC/C1=C\c1ccc2c(c1)OCO2` as listed: 121 | 98 | 101 | 108 | 96 | 104 | 102 | 109
`COc1cc(C(=O)/C=C/c2ccc(Oc3ccc(Cl)cc3)cc2)cc(OC)c1OC` as listed: 85 | 75 | 98 | / | 78 | 93 | 71 | 75

Further structures follow.
SMILES	MDA-MB-231	K-562	HS 578T	MDA-MB-468	MCF7	BT-549	T-47D	SR
CC1(C)SC(C)(C)N(C=O)C1C(=O)O (configuration not stated)	98	101	97	106	103	115	110	105
CCn1c(SCC(=O)Nc2cccc(C(=O)/C=C/c3ccc(OC)cc3)c2)nc2ccccc2c1=O	91	74	104	72	47	105	84	71
Clc1ccc(-n2ccc(-c3nn[nH]n3)n2)cc1	100	92	92	113	97	94	91	97
CSc1cc(Cl)nc(N)n1	127	102	96	114	105	103	108	86
N#Cc1c(N2CCOCC2)nc(=S)[nH]c1-c1ccccc1	73	93	27	/	57	58	37	53
c1ccc(COc2cccc(-c3nc4sccn4c3-c3ccccc3)c2)cc1	98	78	111	73	87	125	76	98
NS(=O)(=O)c1ccc(Nc2ccnc(SCC(=O)c3ccc(F)cc3)n2)cc1	90	100	88	88	92	/	70	112
CN(C)CCCN1CN(CCCN(C)C)CN(CCCN(C)C)C1	95	105	103	107	92	94	96	98
Cc1ccc(Cc2cnc(NC(=O)/C=C/c3ccc(Cl)c(Cl)c3)s2)cc1	101	87	103	98	94	106	90	/
CC(C)(C(N)=O)N1CCN(c2ccccc2)CC1	107	/	117	111	100	107	99	/
COc1ccc(-c2nnc(N3CCN(C(=O)CN4CCN(c5ccc(OC)cc5)CC4)CC3)nc2-c2ccc(OC)cc2)cc1	8.6*	-57*	21	-55*	-70*	-82*	-65*	-54*
CC(=O)NN1C(=O)c2ccccc2C1=O	104	90	150	101	93	97	81	/
O=C1CSC(c2ccc(Br)cc2)Nc2n[nH]c(-c3ccccc3)c21 (configuration not stated)	119	/	99	100	90	99	108	/
CC(=O)N[C@H](C(=O)N[C@@H](CCCNC(=N)N)C(=O)N[C@@H](CCCCN)C(=O)N[C@@H](CCCNC(=N)N)C(=O)NC(C(=O)N[C@@H](CC(C)C)C(=O)N[C@@H](CCCNC(=N)N)C(=O)N[C@@]1(C)CCC/C=C\CCC[C@@](C)(C(=O)N[C@@H](CCCNC(=N)N)C(=O)N[C@@H](CCC(=O)O)C(=O)N[C@@H](CC(C)C)C(=O)N[C@H](C(=O)N[C@@H](CCC(=O)O)C(N)=O)C(C)C)NC(=O)[C@H](CCC(N)=O)NC(=O)[C@H](CC(C)C)NC(=O)[C@H](CC(C)C)NC1=O)[C@@H](C)O)C(C)C (some centres not stated)	-52*	-45*	-54*	32	-80*	-80*	-53*	14
CCCCCCCCCCCC(=O)NCCCN(C)C	79	59	106	111	66	70	85	2.6*
N=C1C(=O)NC(=O)C1c1ccccc1 (configuration not stated)	/	110	104	109	104	99	88	93
N#Cc1c(NC(=O)c2cccc(C(F)(F)F)c2F)sc2c1CCC(=O)C2	-48*	1.3*	-17*	-32*	2.2*	-23*	-3.3*	0.6*
COc1cccc(C2CC(c3ccc(Nc4nc(Nc5ccc(Cl)cc5)nc(Nc5ccc(Cl)cc5)n4)cc3)=NN2C(C)=O)c1 (configuration not stated)	94	87	106	/	92	116	72	85
NC(=O)c1c(NC(=O)c2ccc(C(F)(F)F)cc2Cl)sc2c1CCC(=O)C2	-55*	-12*	-7.9*	-34*	5.4*	-33*	-21*	/
CCCCC(O)Cn1ncc(C(=O)OCC)c1NC(=O)NCc1cccc(F)c1 (configuration not stated)	107	95	104	115	101	105	/	108
O=C(O)c1ccccc1N/C=C/C(=O)c1cc2cc(Br)ccc2oc1=O	98	101	94	99	80	90	98	101
COC(=O)CSC1=C(C)C(=O)c2ccccc2C1=O	80	40	90	58	87	102	79	39
OCCNCCNC(Cc1ccc(Cl)cc1)c1ccccc1 (configuration not stated)	76	89	91	86	85	80	45	88
c1ccc(-c2ccc(-c3nccc4ccccc34)[nH]2)cc1	84	72	110	61	54	/	54	74
Cc1ccc(CN(C)C)o1	105	97	95	94	96	80	72	109
O=C(NO)c1ccc(CN2CC(=O)N(Cc3ccccc3)[C@H](Cc3ccccc3)C2=O)cc1	95	76	82	80	83	103	69	64
Cc1cc(C)c2cc3cccc[n+]3cc2c1	114	94	129	/	89	94	106	/
O=CC1CCCO1 (configuration not stated)	113	101	98	97	106	108	99	98
CCN(CC)C(=O)Cn1cc(C(=O)OC)nn1	113	/	97	114	97	100	90	87
Cc1ccc(-c2nnc(-c3cccc4ccccc34)o2)cc1	68	108	97	96	78	98	94	93
Cc1cc(Nc2nc(SCc3ccc(C(=O)Nc4ccc(F)cc4N)cc3)nn3cccc23)n[nH]1	23	7.4*	37	48	24	27	62	13
COc1ccc2c(c1)CCc1cnoc1-2	96	103	/	112	110	111	103	84
COc1cccc(-c2nn(-c3ccccc3)cc2-c2ccnc(NCCNS(=O)(=O)c3ccc(C(F)(F)F)cc3)c2)c1	6.3*	3.8*	34	9.8*	11	-29*	4.0*	-16*
CCCCCCCCCCCC[n+]1ccc2ccccc2c1	-18*	-18*	15	-30*	-10*	-73*	5.6*	-30*
CCC(=O)Nc1ccccc1C#C/C=C\C#Cc1ccccc1C(F)(F)F	56	43	17	/	33	40	65	117
CC(=O)Nc1ccc(S(=O)(=O)CC(=O)CS(=O)(=O)c2ccc(NC(C)=O)cc2)cc1	103	94	104	98	93	103	97	96
O=C(/C=C/c1cccnc1Cl)c1ccccc1O	91	78	94	70	82	86	85	54
CC(=O)n1nc(C(=O)OCc2ccccc2C)c2ccccc21	82	93	98	104	78	89	72	114
CCOc1cccc(NC(C)=O)c1	102	92	102	96	99	102	97	94
Cc1ccc(C(=O)C2=C(O)C(=O)N(Cc3cccnc3)C2c2ccccc2F)o1 (configuration not stated)	106	77	102	/	98	99	95	97
N#CC1(Nc2ccc3c4c(cccc24)CC3)CCCCC1	100	90	97	-35*	15	96	55	75
NS(=O)(=O)c1ccc(C(=O)N=Nc2c(O)[nH]c3c(Cl)cccc23)cc1	114	102	95	104	94	102	99	96
O=c1oc2ccccc2cc1-c1nn(-c2ccccc2)cc1/C=N/Nc1nc(-c2ccccc2)c(N=Nc2ccccc2)s1	69	22	88	49	44	62	57	22
N[C@@H]1CCC[C@H]1NCCCCN1C(=O)c2cccc3cc([N+](=O)[O-])cc(c23)C1=O	45	19	65	32	17	70	38	4.5*
COc1cc(-c2nn(-c3cccc(NC(=O)c4ccc(Br)c(C)c4)c3)cc2-c2ccncc2)ccc1Cl	67	77	75	83	75	91	70	/
Nc1nc(SCc2ccc(Cl)cc2Cl)cc(SCc2ccc(Cl)cc2Cl)n1	95	119	95	/	84	109	93	107
Cn1c2nc3ccccc3c-2cc2ccccc21	36	21	56	41	11	101	37	19
CCSc1nnc(-c2ccc(NC(=O)c3cccnc3)cc2)n1N	92	103	113	109	95	120	105	98
CN(Cc1cc(Br)c(O)c(Br)c1)Cc1cc(Br)c(O)c(Br)c1	99	104	103	98	78	89	85	104
CCCCCN(CCCCC)CC(O)CN1CCCc2ccccc21 (configuration not stated)	/	69	100	101	81	102	79	66
Continuation:
SMILES	MDA-MB-231	K-562	HS 578T	MDA-MB-468	MCF7	BT-549	T-47D	SR
CCOC(=O)c1ccc(N(CC2CO2)S(=O)(=O)c2ccc(C)cc2)cc1 (configuration not stated)	94	74	102	113	95	108	99	88
O=C(O)CCc1cccc2c1OCO2	97	104	96	100	94	78	102	104
Sc1nc2ccccc2s1 (tested in a mixture with another compound)	95	106	123	102	91	111	100	87
O=C(Cn1cc(CNC(=O)c2ccc3ccc4ccc(C(=O)NCc5cn(CC(=O)c6ccc(Br)cc6)nn5)nc4c3n2)nn1)c1ccc(Br)cc1	98	100	114	137	85	103	103	96
CN=C(NC)c1ccc(NC(=O)/C=C\c2ccc(/C=C/C(=O)Nc3ccc(C(=NC)NC)cc3)cc2)cc1	93	/	86	66	56	84	22	86
Cc1ccc2c(n1)C(=O)C(Oc1ccc(F)cc1)=CC2=O	105	20	105	88	81	85	40	65
CC(=O)CC(=O)Nc1ccc([N+](=O)[O-])cc1	91	95	93	103	99	92	84	71
Cn1cc(-c2csc(-c3c[nH]c4ncccc34)n2)c2cc(F)cnc21	57	/	/	-16*	57	74	44	/
O=c1[nH]cnc2c1C(c1ccc([N+](=O)[O-])cc1)c1sc3c(F)cccc3c1O2 (configuration not stated)	77	70	85	97	44	96	87	63

Compounds listed so far containing an aryl thioether with sulfur outside any ring (8):
SMILES	MDA-MB-231	K-562	HS 578T	MDA-MB-468	MCF7	BT-549	T-47D	SR
Cc1ccc(Oc2nc(SCC(=O)Nc3nc4ccc(C)cc4s3)nc(-c3ccccc3)c2C#N)cc1	96	82	84	99	94	96	87	81
NS(=O)(=O)c1ccc(CCn2c(SCC(=O)c3ccccc3)nc3ccccc3c2=O)cc1	96	/	94	104	96	103	91	96
CCn1c(SCC(=O)Nc2cccc(C(=O)/C=C/c3ccc(OC)cc3)c2)nc2ccccc2c1=O	91	74	104	72	47	105	84	71
CSc1cc(Cl)nc(N)n1	127	102	96	114	105	103	108	86
NS(=O)(=O)c1ccc(Nc2ccnc(SCC(=O)c3ccc(F)cc3)n2)cc1	90	100	88	88	92	/	70	112
Cc1cc(Nc2nc(SCc3ccc(C(=O)Nc4ccc(F)cc4N)cc3)nn3cccc23)n[nH]1	23	7.4*	37	48	24	27	62	13
Nc1nc(SCc2ccc(Cl)cc2Cl)cc(SCc2ccc(Cl)cc2Cl)n1	95	119	95	/	84	109	93	107
CCSc1nnc(-c2ccc(NC(=O)c3cccnc3)cc2)n1N	92	103	113	109	95	120	105	98
